Screening data: PubChem, National Center for Advancing Translational Sciences (NCATS)
Pf Dd2 inh: blocks in vitro growth of P. falciparum Dd2. Potency, µM (highest dose often 28.9 µM), for inactives: at the top dose activity, negative = inhibition, hits mostly inhibitors. AID 1347417. P. falciparum Dd2 growth, SYBR Green, 72 h. 120,000 tested, 4.3% active; active = well fitted inhibition curve with a large enough effect; inconclusive = small, poorly fitted or top-dose-only effect; inactive = no such curve, though single readings can be large or run the other way;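 also: plate controls were DMSO vehicle for no effect and reference drug for full effect; nearly all actives have a fitted effect of over 65% in size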
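Infected erythrocytes (Dd2, 0.3% parasitemia, 2.5% hematocrit final) are added to compound in RPMI-1640/Albumax II medium, grown 72 h at 37C in low oxygen, then lysed with saponin/Triton-X containing SYBR Green and read by fluorescence.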
The depositor's hits bear a star; i = inactive; ? = inconclusive; [ ] = another dose, or the depositor's remark. Potency is read from the fitted curve at half-maximal effect. An excerpt, so the mix of outcomes need not match the whole.

SMILES	Pf Dd2 inh
CCn1nccc1C(=O)N1CCCC2(C1)Nc1cccnc1NC2=NCc1ccccc1 (stereo unspecified)	i[5.79 µM]
CC(C)(C)OC(=O)N1CCC(c2c(C(=O)NCCN3CCOCC3)cnn2-c2ccc(F)cc2F)CC1	?
Cc1ccc(CCNC(=O)c2ccc(CS(=O)(=O)c3ccc(Cl)cc3)o2)cc1	-15%
COc1cccc(COC2CN(Cc3ccccn3)C(=O)CN(C(=O)C3=NN(C)C(=O)CC3)C2)c1 (stereo unspecified)	-13%
Clc1ccc(-c2cnc([C@@H]3COCCN3Cc3cnc4ccccc4c3)[nH]2)s1	i
CC(=O)N1CCC(N[C@H]2C[C@@H](Cc3cc(CN4CCOCC4)on3)C2(C)C)CC1	5%[44.1 µM]
COCC(=O)N[C@@H]1CN(Cc2ccc(C)o2)C[C@H]1CO	24%
O=C(c1ccc(CS(=O)c2ccccc2Cl)o1)N1CCN(c2cccc(C(F)(F)F)c2)CC1 (stereo unspecified)	i
CC(Cc1cccnc1)NC(=O)c1cn(Cc2ccccc2C(F)(F)F)nn1 (stereo unspecified)	8%
CCCNC(=O)C1COC2(CCN(C(=O)c3cccc(OC)c3)CC2)N1C(=O)c1cccc(F)c1 (stereo unspecified)	0%
CCN1C(=O)C2(CCN(S(=O)(=O)c3cc(F)ccc3OC)CC2)c2ccccc21	?
Cc1ccc(-n2ncc3c2CCCC3NC(=O)c2cc(C(C)C)no2)cc1C (stereo unspecified)	-1%
Cc1ccc(-n2nc(C(=O)Nc3ccc(F)cc3F)c3c4ccccc4n(C)c3c2=O)cc1	16%
O=c1c2c3c(nn2ccn1Cc1cc(F)ccc1F)CCCC3	i
CCOC(=O)C1CCN(c2cc3c(cc2NC(=O)c2ccccc2Cl)n(C)c(=O)n3C)CC1	11µM*
CC(=O)NC1(C)CCCN(Cc2cc(-c3ccccc3)cs2)C1 (stereo unspecified)	?
NC(=O)NCCN1CCCC(N2CCN(c3cccc(C(F)(F)F)c3)CC2)C1 (stereo unspecified)	-10%
COC(=O)c1cccc(C(=O)N2CCC(Cc3nc(-c4ccc(F)cc4)no3)CC2)c1	10µM*
Cc1nc(-c2c3n(c(=O)n(CC(=O)Nc4ccccc4C(F)(F)F)c2=O)CCCC3)no1	6%
CCN1CCCN(S(=O)(=O)c2cc(OC)ccc2OC)CC12CCOCC2	i
Cc1ccc2c(c1)-c1nc(-c3ccc4c(c3)NC(=O)CO4)cc(-c3ccc(F)cc3)c1CO2	-4%
Cc1ccsc1C(=O)N1CCn2c(nnc2[C@@H]2C[C@@H](O)CN2Cc2ccccc2)C1	i
CCCN1C(=O)CCc2cc(NC(=O)c3ccc4c(c3)OCO4)ccc21	-30%
OC1CN(Cc2ccccc2)CCN(Cc2cn[nH]c2-c2ccc(Cl)cc2)C1 (stereo unspecified)	?
CC(=O)c1ccc(NC(=O)c2sc(-n3nc(C)c(Cc4ccc5c(c4)OCO5)c3C)nc2C)cc1	-18%
SMILES	Pf Dd2 inh
COCCNC(=O)Cc1ccc(N(Cc2ccc(C)cc2)C(=O)c2ccco2)cc1	5.6µM*
O=C(c1ccc(F)c(Cl)c1)N1CCC[C@H]1c1nc(-c2ccccc2)no1	?
CC(=O)NCCOc1ccc(C(=O)N2CCC3(CCNCC3)CC2)cc1	-4%
CC1=C[C@@H](CNC(=O)NC(C)C)[C@H](C(C)C)C[C@H]1Cc1nnc(-c2ccccc2F)o1	?
O=S(=O)(Nc1cccc(-c2ccc(N3CCCC3)nn2)c1)c1ccc(F)cc1F	5%
CN1C[C@H](NC(=O)c2ccc(F)cc2)CCC[C@@H](C(=O)N(C)Cc2cccnc2)CC1=O	32%
O=C(CSc1oc(-c2ccccc2)nc1S(=O)(=O)c1ccccc1)c1ccccc1	?
Cc1cc(C)n(Cc2ccc(C(=O)N(Cc3nccn3C)C3CC3)cc2)n1	24%
Cn1c(=O)n(Cc2c(F)cccc2Cl)c(=O)c2c1nc1n2CCN1c1ccc(F)cc1	2%
c1csc(-c2nc3nccc(-c4cccs4)n3n2)c1	-21%
Cc1noc2c(-c3cccnc3NCC3CCOCC3)cc(-c3ccccc3)nc12	0%[44.1 µM]
COc1cccc(C2C(C(=O)Nc3ccccc3)=C(C)Nc3nc(-c4ccccc4)nn32)c1 (stereo unspecified)	-28%
Cc1ccc(-c2noc(C3CCCN3Cc3ccccc3)n2)nn1 (stereo unspecified)	?
CCOC(=O)c1ccccc1NC(=O)Cn1ccn2nc3c(c2c1=O)CCCCC3	-7%
COc1ccc(CC(=O)N2CCc3cc(OC)c(OC)cc3C2COc2cc(C)cc(C)c2)cc1OC (stereo unspecified)	4µM*
COCC(=O)N(C1CCOCC1)C1CCN(C(=O)c2cccc(C)c2)CC1	-25%
CCCc1noc(-c2ccn3c(CNC(=O)c4ccc(F)cc4Cl)nnc3c2)n1	3.5µM*
CN1Cc2cccn2CC1CNC(=O)c1ccnn1C (stereo unspecified)	?
Cc1ccc(Cl)cc1N1CCN(C(=O)CN2CC3CC(C2)[C@H]2CCCC(=O)N2C3)CC1 (stereo partly specified)	?
Cc1cccc(CNC(=O)c2ccc(NC(=O)N3CCSc4ncccc43)cc2)c1	i
CN(CC1CCOCC1)C(=O)c1cccc(Br)c1	-16%
COc1cc(OC)cc(-c2nc(C3CC(=O)N(c4ccc(OC)c(OC)c4)C3)no2)c1 (stereo unspecified)	53%[activator]
CC(=O)N1C[C@@H](CN(C)C)[C@H](NC(=O)Cc2ccc(OC(F)(F)F)cc2)C1	19%
COc1ccc2nc3n(c2c1)[C@@H](CNC(=O)c1ccc(C#N)cc1)COC3	-4%[44.1 µM]
COc1ccc2[nH]c3c(c2c1)CCNC31CCN(C(=O)Cn2nc(C)cc2C)CC1	-22%
SMILES	Pf Dd2 inh
CCN(CC)S(=O)(=O)c1ccc(NC(=O)c2nn(C)c3c2CSc2ccccc2-3)cc1	?
Cc1nc2c(c(-c3ccc(O)cc3)n1)CN(C(=O)c1cccc(Cl)c1)CC2	?
O=C(NCc1cccnc1)C1c2ccccc2C(=O)N(Cc2ccccc2)C12CCCC2 (stereo unspecified)	-9%
COc1ccc(-c2nc3c(c(=O)[nH]2)CCN(C(=O)CSc2ccccc2)C3)cc1	4.5µM*
O=C(Cc1cccc(F)c1)NC1CCN(c2cc(-c3ccc(F)cc3)[nH]n2)C1 (stereo unspecified)	6.3µM*
Cc1cc(Br)ccc1NC(=O)Cn1cc(S(=O)(=O)N2CCN(c3ccccc3F)CC2)c2ccccc2c1=O	6%
COc1cccc(C(=O)Nc2ccc(-n3nncc3-c3ccccc3)cc2)c1OC	i
Cc1ccc2nc(NC(=O)CSc3nccn3Cc3ccccc3)sc2c1	-8%
O=C(NCc1ccccc1)NCC1Cn2cccc2C(=O)N1Cc1ccccc1 (stereo unspecified)	i
O=C1Cc2c(-c3ccccc3)n[nH]c2CN1CCc1ccncc1	-7%[44.1 µM]
CC(=O)N1CCN(C(=O)C[C@@H]2C[C@@H](C(C)C)[C@H](CNC(=O)Nc3cccc(F)c3)C=C2C)CC1	i
COc1ccccc1-c1cc(C(F)(F)F)nc(S(=O)(=O)CCCC(=O)Nc2cc(OC)c(OC)c(OC)c2)n1	17%
CCc1cccc(NC(=O)C2CCCN2S(=O)(=O)c2ccc3nc(-c4ccccc4)[nH]c3c2)c1 (stereo unspecified)	-12%
COc1ccc(NC(=O)Cn2c(-c3ccccc3)nc(C)c(CCO)c2=O)cc1Cl	i
O=C(c1ccsc1)N1CCc2c(nc3cc[nH]n3c2=O)C1	i
CCOc1ccc(NC(=O)N2CCc3cc(OC)c(OC)cc3C2CNC(=O)c2ccco2)cc1 (stereo unspecified)	?
CCc1cc(=O)[nH]c(SCc2nc(-c3ccccc3C)no2)n1	37%[activator]
Cc1ccc(NC(=O)Cc2ccc(NC(=O)N3CCCCc4ccccc43)cc2)cc1Cl	55%[activator]
Fc1ccc(C2Cn3nnc(-c4nc(-c5cccc(Cl)c5)no4)c3CO2)cc1 (stereo unspecified)	8%
O=C(Nc1cnc(-c2ccccc2)nc1)c1cccc(F)c1	i
CCc1cn[nH]c1C1CCCN(C(=O)c2oc3cc(C)ccc3c2C)C1 (stereo unspecified)	1%
CC(=O)c1cccc(NC(=O)CSc2nc3c(=O)n(C)c(=O)n(C)c3n2C)c1	75%[activator]
O=C1NCc2ccc(-c3cc4c(ccn4Cc4cccnc4)c(C4=CCOCC4)n3)cc21	-8%[44.1 µM]
COc1ccc(NC(=O)CCc2ccnc(N3CCCC3)c2)c(C)c1	-6%
Cc1nc2c(c(-c3ccc(Cl)cc3)n1)CCN(C(=O)Cc1cccc(Cl)c1)CC2	i
SMILES	Pf Dd2 inh
O=C(NCc1ccc(Cl)nc1)c1cnn2c1CN(C(=O)c1cccnc1)CC2	-16%
COCc1noc([C@@H]2CN(C(=O)C3CC=CCC3)C[C@H]2C(N)=O)n1 (stereo partly specified)	-9%
N[C@H]1CCCN(C(=O)c2cnc(C34CC5CC(CC(C5)C3)C4)[nH]c2=O)C1	-15%
CS(=O)(=O)N(Cc1cccnc1)C1CN(C(=O)CCC2CCCC2)C1	-22%
Clc1ccc(C(c2ccccc2)c2c[nH]c3ccccc23)s1 (stereo unspecified)	-18%
CC(C)(C)c1nc(C(=O)N2CCCC2)n2ccccc12	?
CCCc1ccc(C(=O)N2CCC3(CCCN(C)C3=O)C2)cc1 (stereo unspecified)	-4%
CCn1ccc(C(=O)N2CCC3(CC2)c2[nH]c4ccccc4c2CCN3C)n1	i
COc1ccc(CC(=O)NCC(c2ccc(N(C)C)cc2)N2CCOCC2)cc1OC (stereo unspecified)	-12%
COCCOC1CCN(S(=O)(=O)c2ccccc2)CC1	i
Cc1ccc(NC(=O)Cn2c(=O)cc(-c3ccccc3)c3c(C)nn(C)c32)c(Cl)c1	-5%
CCc1noc(-c2cn(C3CCN(C(=O)c4cccc(Br)c4)C3)nn2)n1 (stereo unspecified)	i
CCC(NC(=O)Nc1ccc(OC)c(OC)c1)c1c(-n2cccc2)sc2c1CCN(C)C2 (stereo unspecified)	-3%
Cc1cccc(NC(=O)C(=O)NCC(c2cccnc2)N2CCN(Cc3ccccc3)CC2)c1 (stereo unspecified)	7.9µM*
CC(C)(C)CN1CCOC[C@H]1c1ncc(-c2ccc(F)cc2F)[nH]1	i
CC(=O)NCCNC(=O)CCCc1nnc2n(CCC(C)C)c(=O)c3sccc3n12	22%
COc1ccccc1Oc1ncccc1CNC(=O)c1csc(C)n1	-7%
CN1C(=O)CC(C(=O)O)C12CCN(C(=O)NCCc1ccccc1)CC2 (stereo unspecified)	8%
CC(C)c1ccc(NS(=O)(=O)c2ccc3nc(-c4ccccc4)[nH]c3c2)cc1	?
COc1ccccc1CNC(=O)C(=O)NCC(c1cccnc1)N1CCN(c2ccccc2)CC1 (stereo unspecified)	?
COC(=O)c1ccccc1NC(=O)c1ccc(-c2nc(CSc3ccc(C)cc3)c(C)o2)cc1	44%[activator]
Cn1ccnc1-c1ccc(N2CC[C@@]3(O)CCN(S(C)(=O)=O)C[C@H]3C2)nn1	-8%
c1cnn(CCC2CCN(c3ncncn3)CC2)c1	6%
O=C(c1cccc(C(F)(F)F)c1)N1CCC(n2cnnc2C2CC2)CC1	7%
Cc1cn2nc(C(=O)NCc3cccc(Cl)c3)cc2c(N2CCSCC2)n1	i
SMILES	Pf Dd2 inh
Cc1c(O)nc(SCC(=O)Nc2ccc(Cl)cc2Cl)n(-c2ccc(F)cc2)c1=O	-24%
CCC1(CC)CC1C(=O)NCc1cc2c(nc1OC)CN(C1CCCC1)C2=O (stereo unspecified)	i
COc1ccc(NC(=O)CCc2nc3cccnc3n2-c2ccccc2)cc1Cl	-19%
O=C(c1ccsc1)N1CCC(N2C(=O)C(O)C23CCCCC3)CC1 (stereo unspecified)	-2%
COc1cccc(-c2cn3c(n2)NCCC3)c1	?
Cc1cnc(C)c(-c2cc(O)c3c(c2)CNCCO3)n1	-21%
OCc1ccc(-c2nc(C3CCOC3)nn2C2CCCCC2)cc1 (stereo unspecified)	-12%
CCCNC(=O)[C@@H]1Cc2cn(Cc3cc(C)on3)c3cccc(c23)[C@H](CC(C)C)N1	0%[44.1 µM]
Cc1cccc(-c2nc(Cn3c(-c4ccccc4)nc(C)c(CCO)c3=O)c(C)o2)c1	-3%
COC[C@@H]1OC[C@@]2(C)C3CC[C@@H](O)[C@@H](CC(=O)N4CCC(C)CC4)[C@]3(C)CC[C@H]2O1 (stereo partly specified)	i
CCCCn1c(-c2ccc(C)cc2)c(C)n2c3c(=O)n(C)c(=O)n(C)c3nc12	?
O=C(NCCC1=CCCCC1)c1ccc2c(c1)ncn2-c1cccc(Cl)c1	?
CC(C)Oc1ccc(C(=O)NC2CCN(c3cn[nH]c(=O)c3)CC2)cc1	i
Cn1c(=O)n(C)c2cc(N3CCOCC3)c(NC(=O)c3c(F)cccc3F)cc21	?
NCCc1noc(C2CC2)n1	31%[activator]
